# Assay outcomes deposited in PubChem by National Center for Advancing Translational Sciences (NCATS).
# VP16 counter – inhibits Gal4-VP16 luciferase reporter, ROR gamma counter-screen; Drosophila S2 Gal4-VP16 UAS-luciferase, luminescence, 20 h; Potency, µM (top dose mostly 53.6 µM), inactives show at the top dose activity, negative = inhibition, usual class: inhibitors; hit rate 3.5% among 310,000;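 also: Gal4-VP16 expression switched on by copper sulfate through the metallothionein promoter; potency is read from the fitted curve at half-maximal effect; % is scaled to controls: 0 for no effect and ±100 for the full control effect; nearly all actives have a fitted effect of over 50% in size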
# FLuc modulator – firefly luciferase modulation, counter-screen for miR-21 project. AID 588342. Potency, µM (titrated, usually from 57.5 µM), inactives show at the top dose activity change, negative = inhibition, actives largely listed as inhibitors. hit rate 6.9% among 360,000. purified FLuc, Km substrates, luminescence inhibition;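 also: potency is read from the fitted curve at half-maximal effect; plate controls were vehicle for no effect and reference inhibitor for full effect; nearly all actives have a fitted effect of over 55% in size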
# Target sequence (P08659 whole entry, looked up): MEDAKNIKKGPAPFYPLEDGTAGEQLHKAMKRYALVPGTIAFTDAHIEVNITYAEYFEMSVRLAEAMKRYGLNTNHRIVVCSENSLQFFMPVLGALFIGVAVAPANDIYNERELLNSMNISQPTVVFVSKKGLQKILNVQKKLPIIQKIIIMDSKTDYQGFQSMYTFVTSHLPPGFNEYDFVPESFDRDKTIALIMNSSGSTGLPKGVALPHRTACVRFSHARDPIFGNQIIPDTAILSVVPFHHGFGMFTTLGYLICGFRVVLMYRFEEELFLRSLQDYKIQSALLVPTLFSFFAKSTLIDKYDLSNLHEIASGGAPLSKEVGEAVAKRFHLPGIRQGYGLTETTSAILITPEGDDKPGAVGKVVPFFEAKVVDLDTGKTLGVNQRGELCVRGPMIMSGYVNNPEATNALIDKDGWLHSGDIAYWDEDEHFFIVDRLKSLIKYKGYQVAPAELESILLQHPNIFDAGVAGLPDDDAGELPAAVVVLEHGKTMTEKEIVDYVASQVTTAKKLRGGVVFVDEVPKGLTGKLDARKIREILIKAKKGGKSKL
#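 Purified P. pyralis luciferase, 10 nM final, with Km-level 10 uM D-luciferin and 10 uM ATP in 50 mM Tris acetate pH 7.5, 10 mM Mg acetate, 0.01% Tween-20, 0.05% BSA; 6-point qHTS titration about 60 µM downward; luminescence read.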
# RORg inh – ROR gamma (mouse) transcription inhibition; Drosophila S2 Gal4-RORgamma UAS-luciferase reporter, 20 h; Potency, µM (doses to about 53.6 µM), inactives show at the top dose activity change, negative = inhibition, most hits filed as inhibitors; hit rate 5.4% among 310,000; AID 2551; also: potency is read from the fitted curve at half-maximal effect; % is scaled to controls: 0 for no effect and ±100 for the full control effect; nearly all actives have a fitted effect of over 60% in size
#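 Compounds are pin-transferred onto Drosophila Schneider cells expressing a copper-inducible Gal4–ROR gamma transactivation domain fusion. After 1 hr, copper sulfate is added to 700 uM final; luciferase is read 20 hr later.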
# ELG1 repair inh – inhibitors of ELG1-dependent DNA repair in HEK293T cells; Potency, µM (series often up to 46.1 µM), without a hit: top-dose activity change, negative = inhibition, actives largely listed as inhibitors; HEK293T ELG1-luciferase reporter, luminescence, 16 h; DNA damage induced by 5-fluorouridine; hit rate 2.3% among 330,000; AID 504467; also: potency is read from the fitted curve at half-maximal effect; % is scaled to controls: 0 for no effect and ±100 for the full control effect; nearly all actives have a fitted effect of over 55% in size
#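 In this reporter screen, reduction of luminescence relative to DMSO vehicle indicated activity. Compounds and 5-fluorouridine were added together to 2,000 cells per well, incubated for 16 hr at 37 °C, then developed with ONE-Glo.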
# TRPV1 agonist – human TRPV1 agonism; hit rate 0.19% among 320,000; activation, % at 8.33 µM; Q8NER1; TRPV1-expressing cells, Fluo-8 calcium influx, agonist mode; AID 540275; in the data active = activation above about 80%; inconclusive = between about 30% and that limit; also: 0% is about no effect
#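 Fluo-8 calcium influx in TRPV1-expressing cells, kinetic read (ex 480/em 520 nm). Compound added and read 3 min for agonist activity, followed by capsaicin at EC20 final and 2 min further read for enhancement.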
# Tb PFK block – inhibitors of T. brucei phosphofructokinase; O15648; T. brucei PFK, ADP-Glo luminescence; Potency, µM (titrated, usually from 57.5 µM), for the others: top-dose activity, negative = inhibition, hits mostly inhibitors; hit rate 0.17% among 330,000;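 also: potency is read from the fitted curve at half-maximal effect; 0% = uninhibited 1x PFK enzyme wells and -100% = no-enzyme wells; nearly all actives have a fitted effect of over 60% in size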
# Target sequence (O15648 whole entry, looked up): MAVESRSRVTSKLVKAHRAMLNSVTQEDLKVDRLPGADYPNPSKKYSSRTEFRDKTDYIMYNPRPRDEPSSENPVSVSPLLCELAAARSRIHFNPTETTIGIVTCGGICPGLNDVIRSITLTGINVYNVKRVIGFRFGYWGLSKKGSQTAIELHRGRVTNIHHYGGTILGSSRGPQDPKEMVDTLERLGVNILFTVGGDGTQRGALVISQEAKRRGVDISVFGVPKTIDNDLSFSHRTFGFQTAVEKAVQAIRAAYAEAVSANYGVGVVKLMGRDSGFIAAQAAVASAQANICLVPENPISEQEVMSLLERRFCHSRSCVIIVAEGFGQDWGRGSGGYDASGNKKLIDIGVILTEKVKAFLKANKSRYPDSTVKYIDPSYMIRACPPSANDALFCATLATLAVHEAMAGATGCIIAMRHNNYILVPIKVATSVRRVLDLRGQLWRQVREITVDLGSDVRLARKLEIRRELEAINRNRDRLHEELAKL
#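 1.25 nM PFK with 0.5 mM F6P and 0.1 mM ATP in 0.1 M TEA pH 8.0, 5 mM MgCl2, incubated 45 min at room temperature; ADP measured by ADP-Glo luminescence; compounds titrated up to 57 uM.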
# ELG1 genotoxic – genotoxicity induction in ELG1-luciferase HEK293T cells. HEK293T ELG1-luciferase reporter, luminescence, 16 h. Potency, µM (top dose mostly 46 µM), for inactives: at the top dose activity change, positive = activation, usual class: activators. hit rate 1.3% among 330,000; also: potency is read from the fitted curve at half-maximal effect; % of control where 0% means no effect; nearly all actives have a fitted effect of over 60% in size
#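 Reporter readout depends on ELG1 protein level, which increases with genetic stress. After 16 hr compound exposure at 37 °C, luciferase activity was quantified using ONE-Glo.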
# Rab9 promoter act – activates the Rab9 promoter; Huh7 Rab9 promoter-luciferase reporter, luminescence, 24 h; Potency, µM (titrated, usually from 9.22 µM), for the others: at the top dose activation, negative = inhibition, usual class: activators; hit rate 2.8% among 320,000; AID 485297; also: potency is read from the fitted curve at half-maximal effect; % of control where 0% means no effect; nearly all actives have a fitted effect of over 60% in size
#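 Rab9 promoter-driven luciferase in stably transfected Huh7 cells; 1500 cells/well rested 2 h, exposed to compound in DMSO for 24 h at 37 °C, 5% CO2. Luminescence read 10 min after adding luciferase reagent at ambient temperature.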
# NPC1 promoter act – activates the NPC1 promoter; Potency, µM (top dose mostly 9.22 µM), for the others: at the top dose activation, actives largely listed as activators; hit rate 2.4% among 320,000; Huh7 NPC1 promoter luciferase reporter, 24 h;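 also: potency is read from the fitted curve at half-maximal effect; % of control where 0% means no effect; nearly all actives have a fitted effect of over 60% in size; reporter is driven by a mutant NPC1 promoter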
#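 Readout is luciferase luminescence, reflecting NPC1 promoter activation in stably transfected Huh7 cells after 24 h compound exposure at 37 °C in reduced-serum medium with 10% FBS.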
# p53 reactivator – mutant p53 re-activation in reporter cells | H1299 p53-A138V BP100-luciferase reporter, luminescence, 24 h | Potency, µM (doses to about 92.2 µM), for the others: at the highest dose activity change, positive = activation, most hits filed as activators | hit rate 0.063% among 320,000 | AID 504706; also: potency is read from the fitted curve at half-maximal effect; % of control where 0% means no effect; nearly all actives have a fitted effect of over 45% in size
#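 p53-null H1299 cells stably carrying temperature-sensitive p53-A138V and a BP100-luciferase reporter were pinned with compounds (4-point, 1:5 series) and held 24 hrs at 37 deg C. Luminescence was read 10 min after detection reagent.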
# BRCA1 expr up – increases BRCA1 expression | Potency, µM (top dose mostly 46.1 µM), without a hit: at the top dose activation, actives largely listed as activators | MCF7-BRCA1-FFLuc reporter, luminescence, 48 h; response scale: scaled: vehicle 0%, 10 µM genistein 100% | hit rate 1.1% among 380,000; also: potency is read from the fitted curve at half-maximal effect; nearly all actives have a fitted effect of over 80% in size; some results filed as inactive show a strong effect at the top dose
#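 Luminescence from a BRCA1-driven firefly luciferase in MCF7 cells was the read-out, taken 15 min after substrate addition following 48 h compound exposure at 37 °C. Data were normalized to a 10 microM genistein control and DMSO vehicle.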
# * = called active by the depositor; u = inconclusive; x = not tested or not shown; [ ] = remark or other dose. Unless noted, calls follow the shape of the dose curve; as a rule, active = well fitted curve in the direction sought with a large enough effect; inconclusive = small, poorly fitted or top-dose-only effect, or another doubt; inactive = no such curve, though single readings can be large; an effect the other way counts as inactive or inconclusive. Hits appear at their usual frequency (roughly 15% active in at least one column).
structure	VP16 counter	FLuc modulator	RORg inh	ELG1 repair inh	TRPV1 agonist	Tb PFK block	ELG1 genotoxic	Rab9 promoter act	NPC1 promoter act	p53 reactivator	BRCA1 expr up
COc1ccc(-n2nc(C(=O)NCC(=O)NC3CCCCC3)c3ccccc3c2=O)c(OC)c1	2%	u	28%	11%	1	7%	1%	-3%	0%	5%	-11%
Cc1cccc(OCC(=O)NC(=S)N2CCCc3ccccc32)c1	-22%	u	29%	u	-1	0%	3%	11%	-1%	5%	-27%
Cn1c(=O)c2c(SCC(=O)N3CCOCC3)nc(-c3ccccc3F)nc2n(C)c1=O	2%	0%	6%	2%	-4	3%	-7%	-6%	1%	-3%	-13%
NC(=O)Cc1nc2scc(-c3ccccc3)c2c(=O)[nH]1	4%[10 µM]	-3%	0%	u	0	1%	2%	-3%	-5%	-5%	15%
COCC(C)OC(=O)C(C#N)c1nc2ccccc2nc1N1CCN(Cc2ccccc2)CC1 (configuration not stated)	5%	0%	-8%	21µM*	x	-12%	-14%	6%	-1%	-12%	-67%
CC(=O)Nc1nc(SCC(=O)NCc2ccc(F)cc2)[nH]c(=O)c1NC(=O)c1cccs1	1%	u	-16%	9%	0	2%	1%	4%	-2%	-5%	58%
Cc1cc(OCC(=O)NCCc2ccc(S(N)(=O)=O)cc2)c2c(C)c(C)c(=O)oc2c1	-6%	7%	-2%	14%	2	4%	3%	3%	-5%	4%	4%
Cc1c(CCOC(=O)c2cc([N+](=O)[O-])cc([N+](=O)[O-])c2)sc[n+]1CC(=O)c1ccccc1	u	-1%	-27%	-1%	3	2%	-2%	7%	0%	-1%	3%
Cn1cnc([N+](=O)[O-])c1Oc1ccccc1	-20%	2%	-16%	22%	0	-1%	2%	-20%	-5%	-21%	-2%
CCOc1ccccc1NC(=O)c1ccccc1-c1nc(-c2ccccc2)no1	-14%	u	u	u	9	0%	-3%	-4%	-3%	6%	-77%
CN1CCN(C2=C(Cl)C(=O)C(c3cnc(N4CCCCC4)s3)=C(Cl)C2=O)CC1	0%	4%	-13%	-4%	1	u	9%	4%	-2%	-31%[inhibitor]	-66%
O=C(CCn1c2c(c3ccccc31)CCCC2)NNC(=O)c1cccc([N+](=O)[O-])c1	u	-2%	u	u	6	-3%	-3%	-3%	-7%	7%	17%
Cc1ccc(OCC(=O)N(Cc2cccc(Cl)c2)C2CCS(=O)(=O)C2)cc1C (configuration not stated)	-4%	-1%	18%	u	7	0%	1%[9.26 µM]	-5%	-1%	-9%	-1%
CCOC(=O)C1CCN(C(=O)c2cccc(NC3=NC4CS(=O)(=O)CC4S3)c2)CC1 (configuration not stated)	-10%	8%	4%	15%	-2	0%	15%	0%	-3%	x	-1%
Cc1ccc(-n2nc(C)c3c(C)c(CCC(=O)NCc4ccccc4)c(C)nc32)cc1	-1%	0%	-1%	-8%	82*	-1%	1%	-4%	-1%	-1%	-8%
Cc1cc(C)cc(N(CC(=O)NC2CCCC2)C(=O)CNC(=O)c2cccs2)c1	2%	2%	-11%	-8%	-1	1%	-2%	-6%	-5%	3%	-27%
CC(C)(C)c1ccc(OCCC(=O)NNC(=O)c2ccccc2)cc1	x	13%	x	1%	12	4%	0%	-1%	1%	4%	-6%
Cc1ccc(COn2c(-c3ccc(Cl)cc3Cl)nc3ncccc32)cc1	13%	0%	-18%	-13%	-3	2%	-1%	-5%	-4%	2%	-49%
CC1(C)CC(NC(=O)CC(c2ccccc2)c2ccccc2)CC(C)(C)N1	-4%	11%	17%	7%	-4	7%	3%	2%	-3%	2%	0%
CCOCc1c(C(=O)NCc2ccccc2CN2CCCC2)oc2ccccc12	x	7%	x	u	4	0%	-2%	-2%	2%	-3%	-14%
O=C(/C=C/c1ccccc1)NCCS(=O)(=O)N1CCN(c2ccccc2F)CC1	x	5%	x	-14%	7	6%	-12%	9%	1%	-1%	-8%
CN(C)c1cc[n+](CC(=O)Nc2cccc([N+](=O)[O-])c2)cc1	2%	3%	-2%	-16%	-3	-6%	-7%	-6%	-3%	11%	-4%
Cc1cc(S(=O)(=O)N2CCC3(CC2)OCCN3S(=O)(=O)c2cccs2)ccc1F	x	9%	x	-6%	7	-5%	0%	0%	-10%	2%	-35%
CC(=O)c1ccc(OCC(=O)NCC2(N3CCCCC3)CCCCC2)cc1	-2%	-1%	-3%	-9%	0	5%	0%	-3%	-8%	0%	-2%
COc1cccc(CNC(=O)CCC2CCCN(C(=O)c3ccc(C)nc3)C2)c1 (configuration not stated)	-15%	3%	-13%	3%	3	0%	-1%	3%	-3%	3%	-5%
COc1ccc(-c2nnc(SCC(=O)N3CCOCC3)o2)cc1	-11%	21µM*	-24%	u	3	1%	21µM*	4.5µM*	u	u	u
CCOc1cc(N2CCOCC2)c(OCC)cc1NC(=O)COC(=O)[C@H](Cc1c[nH]c2ccccc12)NC(C)=O	-7%	3%	5%	u	-4	-1%	-3%	-2%	-3%	1%	-12%
CCOC(=O)CCc1c(C)c2ccc(OCc3nn[nH]n3)c(C)c2oc1=O	0%	15µM*	-7%	-1%	-4	-6%	0%	12%	-2%	7%	-23%
CCC1(c2ccc(F)cc2)NC(=O)N(CC(=O)Nc2cc(C)on2)C1=O (configuration not stated)	x	0%	x	8%	2	7%	0%	-3%	-4%	-7%	0%
COc1ccc(OC)c(Cc2nnc(CCC(=O)NCc3nc4ccccc4s3)o2)c1	6%	-13%	-13%	u	-3	-1%	0%	1%	1%	-1%	-1%
Cc1ccc(-c2nc(NCc3ccc(F)cc3)n(S(C)(=O)=O)n2)cc1	-10%	-3%	27%	-11%	2	-1%	2%	-4%	1%	10%	-4%
CCOC(=O)N1CCC(N2CC34C=CC(O3)C(C(=O)Nc3ccc(F)cc3)C4C2=O)CC1 (configuration not stated)	7%	1%	0%	9%	x	-1%	1%	-29%	-4%	-6%	15%
O=C(CNC(=O)c1ccc(Br)o1)NCc1ccccc1Cl	0%	5%	7%	3%	2	-6%	7%	1%	0%	1%	-6%
NC(=O)c1ccsc1NC(=O)COC(=O)COc1ccc(C=O)cc1	x	6%	x	-2%	1	13%	-3%	3%	-2%	-1%	-3%
CCOc1ccccc1N(CC(=O)Nc1ccc(S(=O)(=O)N2CCOCC2)cc1)S(=O)(=O)c1ccccc1	3%	-3%	23%	u	2	-2%	-4%	-4%	-1%	-2%	-14%
COc1ccc(C)cc1-n1nnnc1SCn1nnc2ccccc2c1=O	-18%	-3%	19%	5.8µM*	0	-2%	-3%	-18%	0%	2%	-66%
O=C(c1ccccc1)c1c[nH]c(C(=O)C(Cl)(Cl)Cl)c1	-5%	-10%	-44%	4%	4	-2%	-3%	1%	-8%	-1%	-4%
Cc1ccc(NC(=O)c2ccc3[nH]c(=O)c(=O)[nH]c3c2)nc1	-3%	-19%	5%	-5%	1	-4%	3%	8%	6%	16%	2%
O=C(COc1ccc(F)cc1)N(CC1=CCS(=O)(=O)C1)c1ccccc1	2%	4%	34%	-1%	3	17%	-5%	-2%	1%	-3%	-7%
CC(C)(C)c1ccc(OCC(=O)N/N=C/c2cc(Br)ccc2OC(=O)c2ccco2)cc1	1.3µM*	u	0.25µM*	u	1	-3%	-5%	-15%	-13%	-7%	-30%
COCCNC(=O)c1ccc(NC(=O)C2(c3ccccc3)CCCC2)cc1	-4%	1%	10%	-6%	1	-1%	-3%	-5%	-8%	1%	-13%
Cc1ccc(C(=O)/C=C/c2ccc(-c3ccccc3[N+](=O)[O-])o2)cc1	-1%	19µM*	u	2%	1	-3%	11%	17%	u	-4%	-55%
O=C(COC(=O)C1CCN(c2ccc(C(F)(F)F)cn2)CC1)Nc1cc(F)ccc1F	x	9%	x	29%	14	-4%	1%	-3%	1%	8%	-7%
CN1CCN(CC(O)COC(c2ccc(Cl)cc2)c2ccc(Cl)cc2)CC1 (configuration not stated)	-4%	-1%	-23%	11%	-1	-6%	-2%	-1%	-2%	-5%	-27%
COc1ccc(NC(=O)OCCn2c([N+](=O)[O-])cnc2C)cc1	4%	5%	0%	15%	-3	-15%	4%	-3%	-3%	-3%	-4%
CC(NC(=O)CN(C)S(=O)(=O)c1cnc[nH]1)c1ccccc1 (configuration not stated)	2%	-1%	0%	11%	3	3%	2%	-7%	-4%	-3%	16%
COC1CCCN(C(=O)c2ccc3oc(Cc4ccc(Cl)cc4)nc3c2)C1 (configuration not stated)	-8%	-5%	33%	-7%	9	-10%	-2%	0%[1.84 µM]	-1%	3%	-1%
